# Screening results as filed in PubChem BioAssay.
# HSP90 inh: HSP90 inhibitors, primary screen, cell lysate, luminescence; Heat shock protein HSP 90 (rabbit reticulocyte lysate; luciferase refolding); Rabbit reticulocyte lysate, luciferase refolding luminescence, 3 h; inhibition, % at 5.6 µM; actives 0.91% (n = 290,000);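 active = inhibition above the screen-wide mean plus 3 SD, computed separately per campaign, cut at about 16% in these data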;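 note: 0% = DMSO wells and 100% = 60 µM geldanamycin wells; inhibitors lower the luminescence because luciferase stays unfolded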
# Dyrk1A ADPGlo: rat Dyrk1A kinase inhibitors, primary screen, biochemical, single point, plate reader; Dual specificity tyrosine-phosphorylation-regulated kinase 1A (Rattus norvegicus), Q63470; ADP-Glo luminescence, NFATc1 peptide; inhibition, % at 12.5 µM; actives 0.43% (n = 310,000); in the data active = inhibition above about 50%;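 note: plate controls were vehicle with enzyme for no effect and no enzyme for full effect; many of its hits are not listed in these tables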
# PolyA inhibitor: polyadenylation inhibitors in yeast reporter cells, primary screen, luminescence, S. cerevisiae; calls only at 12 µM; S. cerevisiae SKY197-pL101 polyadenylation reporter, beta-gal luminescence; efflux-impaired pdr1/pdr3 knockout yeast; score 100 = 6 SD above DMSO; actives 0.02% (n = 300,000);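 active = lowest replicate activity score at least 50, where 100 means six control SD above control mean; inconclusive = lowest score under 50 but half or more replicates reach 50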;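 note: yeast exposed to compound for 9 h at 30 °C; higher score means more reporter readthrough which indicates perturbed polyadenylation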
# HSF1 inh: HSF1 inhibitors in luciferase reporter cells, primary screen, cell-based, NIH3T3, luminescence. NIH3T3-HGL HSE-luciferase, MG132-induced, luminescence 8 h; active compounds read low. activity change, negative = inhibition, % at 7.5 µM (by protocol). actives 0.77% (n = 300,000);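 active = more than half of replicate wells show activity change below -50%, luminescence cut by over half; inconclusive = some wells, but at most half, below -50%; inactive = no replicate well below -50%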;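 note: luciferase reports HSF-1 transcriptional activity via heat shock element; 0% = median of DMSO wells and -100% = zero luminescence signal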
# GSK3A inh: blockers of GSK3A enzyme activity – biochemical, luminescence, cell-free homogeneous, HTS, primary screen | actives 0.1% (n = 320,000) | GSK-3 alpha kinase, ADP-Glo luminescence, 60 min | Glycogen synthase kinase-3 alpha (Homo sapiens), P49840 | inhibition, % at 10 µM;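 in the data active = inhibition above about 50%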;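 note: GST-tagged GSK-3 alpha with peptide substrate and 25 µM ATP; 0% = DMSO neutral wells and 100% = GW8510 positive control wells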
# Target sequence (P49840 whole entry, looked up): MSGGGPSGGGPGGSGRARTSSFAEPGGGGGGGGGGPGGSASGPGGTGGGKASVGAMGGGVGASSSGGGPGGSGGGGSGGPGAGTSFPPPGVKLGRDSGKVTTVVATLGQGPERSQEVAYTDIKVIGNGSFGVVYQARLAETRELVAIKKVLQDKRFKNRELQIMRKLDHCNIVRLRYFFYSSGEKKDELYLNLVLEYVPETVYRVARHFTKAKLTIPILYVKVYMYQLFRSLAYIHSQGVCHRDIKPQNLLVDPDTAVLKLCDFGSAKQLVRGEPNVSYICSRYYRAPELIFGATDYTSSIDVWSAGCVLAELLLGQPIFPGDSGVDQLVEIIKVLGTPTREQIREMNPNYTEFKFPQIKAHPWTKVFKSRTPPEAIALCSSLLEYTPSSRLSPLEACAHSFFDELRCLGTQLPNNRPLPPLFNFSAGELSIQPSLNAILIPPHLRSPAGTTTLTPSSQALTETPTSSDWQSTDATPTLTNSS
# HDAC3 inhib: HDAC3 deacetylase inhibitors, primary screen, biochemical, fluorescence, cell-free homogeneous; Histone deacetylase 3 (Homo sapiens), O15379; recombinant HDAC3, fluorogenic peptide/trypsin coupled; inhibition, % at 8.3 µM; actives 0.15% (n = 320,000); AID 2718, 2010; in the data active = inhibition above about 26%, passing the limit was not always enough; inconclusive = no clear call, values can overlap the other calls
# GSK3beta inhib: human GSK3beta kinase inhibitors, primary screen, biochemical, cell-free homogeneous, HTS; Glycogen synthase kinase-3 beta (Homo sapiens), P49841; GST-GSK3beta kinase, ADP-Glo luminescence, 60 min; active compounds read low; activity score (negative = inhibition), % at 10 µM; actives 0.038% (n = 300,000); AID 2097, 2009;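 active = more than half of replicate wells score below -50%, meaning over 50% inhibition versus plate controls; inconclusive = some replicates but at most half score below -50%; inactive = no replicate scores below -50%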;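 note: 0% = median DMSO wells and -100% = median GW8510 positive control wells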
#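 Assay system: GST-fused GSK3beta enzyme, cell-free / Medium: Tris pH 7.5 buffer with MgCl2, DTT, BSA, heparin / Also added: peptide substrate plus 25 µM ATP (final) / Compound: 10 µM single point / Timing: kinase reaction with compound 60 min at room temperature / Detection: ADP-Glo luminescence / Benchmarks: DMSO neutral wells and GW8510 at 20 µM as positive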
# AI-2 QS modul: Vibrio harveyi AI-2 quorum sensing modulators, primary screen, JMH597 strain, luminescence/OD600 ratio | Vibrio harveyi JMH597 AI-2 luminescence/OD600 ratio, 9 h; active compounds read low; strain lacks LuxN and CqsS sensors; 0 = neutral-control median | activity change, % at 7.5 µM | actives 0.4% (n = 300,000); in the data active = activity change below about -75%, passing the limit was not always enough; inconclusive = no clear call, values can overlap the other calls;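 note: luminescence divided by OD600 gain over 9 h not by final OD600 alone; inactives centre near 13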
# HSF1 activator: HSF-1 activators, primary screen, NIH3T3-HGL cells, MG132 stress, luminescence, single point | NIH3T3-HGL HSF-1 luciferase reporter, 8 h; 100% = twice DMSO control signal | activation, % at 9 µM | actives 1.7% (n = 300,000);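 active = mean replicate activation of at least 50% with a set share of replicates each reaching 50%; inconclusive = only one of those two conditions met; inactive = mean below 50% and too few replicates reaching it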;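 note: 0% = median of the neutral control wells and 100% = twice that signal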
# Platelet DG rel: inhibitors of platelet dense granule secretion, primary screen, cell-based, MLPCN, human platelets. human platelet-rich plasma, SFLLRN dense granule ATP release, luminescence. inhibition, %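 (compounds screened at 7.5 µM in platelet-rich plasma)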. actives 0.22% (n = 300,000);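 active = mean replicate score, as percent of positive control, at or above 50; inconclusive = mean below 50 but at least one replicate at or above 50; inactive = mean and every replicate below 50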
# Numbers without * were called inactive; i = inactive; ? = inconclusive; . = not tested or not shown. Some of the compounds tested; count on the stated rates, not on these rows.
# Start of the data: the first four records, ahead of the listing:
Compound	HSP90 inh	Dyrk1A ADPGlo	PolyA inhibitor	HSF1 inh	GSK3A inh	HDAC3 inhib	GSK3beta inhib	AI-2 QS modul	HSF1 activator	Platelet DG rel
Cc1cccc(C(=O)OCC(=O)N2CC(C)OC(C)C2)c1C (stereo not given)	-5	-6	i	9	-1	7	1	2	23	10
O=C(C1CCC1)N1CCc2cc(S(=O)(=O)NC3CCCc4ccccc43)ccc21 (stereo not given)	6	.	i	-5	1	-1	5	-11	-12	10
O=C(CN1CCOCC1)N(c1ccccc1)c1ccc2ccccc2c1	-3	1	i	10	-2	8	0	5	?	0
CC(C)n1cc(CN2CCC(n3nccc3NC(=O)Cc3ccccc3)CC2)cn1	-2	-8	i	-12	-1	0	-1	6	-5	-2

# Main list, from the start:
Compound	HSP90 inh	Dyrk1A ADPGlo	PolyA inhibitor	HSF1 inh	GSK3A inh	HDAC3 inhib	GSK3beta inhib	AI-2 QS modul	HSF1 activator	Platelet DG rel
Cc1cccc(C(=O)OCC(=O)N2CC(C)OC(C)C2)c1C (stereo not given)	-5	-6	i	9	-1	7	1	2	23	10
O=C(C1CCC1)N1CCc2cc(S(=O)(=O)NC3CCCc4ccccc43)ccc21 (stereo not given)	6	.	i	-5	1	-1	5	-11	-12	10
O=C(CN1CCOCC1)N(c1ccccc1)c1ccc2ccccc2c1	-3	1	i	10	-2	8	0	5	?	0
CC(C)n1cc(CN2CCC(n3nccc3NC(=O)Cc3ccccc3)CC2)cn1	-2	-8	i	-12	-1	0	-1	6	-5	-2
CCCNC(=O)C1CC(=O)N(c2ccc(OCC)cc2)C1 (stereo not given)	1	-2	i	-3	-3	0	.	.	3	4
COC(=O)c1cc(S(=O)(=O)N2CCN(c3ccccc3F)CC2)c[nH]1	-2	-3	i	10	1	-10	-3	20	6	7
O=C(Nc1cccc(C(=O)O)c1)/C(=C\c1ccc2c(c1)OCO2)NC(=O)c1ccc(Br)o1	0	-2	i	-26	-8	7	1	22	-24	2
O=C(Nc1ccccc1)c1nn(-c2ccccc2)c(=O)cc1C(F)(F)F	-4	-6	i	-1	-1	3	2	0	-4	-4
COc1ccc(C(=O)OCC(=O)NC(C)(C)C)cc1[N+](=O)[O-]	-1	7	i	-1	-1	15	0	22	-10	28
COc1ccc(CNC(=O)CN(Cc2ccccc2)C(=O)c2csnn2)cc1	1	6	i	1	-3	-1	-4	1	1	-1
CSc1ccccc1NC(=O)Nc1ccc(F)c(Cl)c1	-3	2	i	.	-1	0	1	5	.	5
Cc1cnn2c(C3CC3)ccnc12	-1	-1	i	-11	0	1	3	8	-19	3

# By substructure, the compounds so far containing nitrogen in an aromatic ring
Compound	HSP90 inh	Dyrk1A ADPGlo	PolyA inhibitor	HSF1 inh	GSK3A inh	HDAC3 inhib	GSK3beta inhib	AI-2 QS modul	HSF1 activator	Platelet DG rel
CC(C)n1cc(CN2CCC(n3nccc3NC(=O)Cc3ccccc3)CC2)cn1	-2	-8	i	-12	-1	0	-1	6	-5	-2
COC(=O)c1cc(S(=O)(=O)N2CCN(c3ccccc3F)CC2)c[nH]1	-2	-3	i	10	1	-10	-3	20	6	7
O=C(Nc1ccccc1)c1nn(-c2ccccc2)c(=O)cc1C(F)(F)F	-4	-6	i	-1	-1	3	2	0	-4	-4
COc1ccc(CNC(=O)CN(Cc2ccccc2)C(=O)c2csnn2)cc1	1	6	i	1	-3	-1	-4	1	1	-1
Cc1cnn2c(C3CC3)ccnc12	-1	-1	i	-11	0	1	3	8	-19	3

# The list goes on.
Compound	HSP90 inh	Dyrk1A ADPGlo	PolyA inhibitor	HSF1 inh	GSK3A inh	HDAC3 inhib	GSK3beta inhib	AI-2 QS modul	HSF1 activator	Platelet DG rel
Cc1ccc(Cn2c(NCCc3ccccc3)nc3c2c(=O)n(C)c(=O)n3C)cc1	-1	6	i	2	-3	9	2	-3	3	-6
Cc1ccc(-c2noc(CCC(=O)NC3CCN(Cc4ccccc4)CC3)n2)cc1	0	7	i	4	.	.	-4	27	12	-6
COc1ccc(C(=O)Nc2ccc(NC(=O)c3ccccc3OC)nc2)cc1	3	2	i	-6	0	1	5	-2	6	3
O=C(COC(=O)/C=C/c1ccccc1[N+](=O)[O-])Nc1ccc(OC(F)F)cc1	-1	-1	i	7	0	-1	2	-1	33	-1
CCc1c(C)nc2ncnn2c1NC1CCCc2ccccc21 (stereo not given)	2	.	i	-3	-2	-4	1	14	6	6
Cc1cc(Cl)ccc1NC(=O)CN1C(=O)CSc2ccc(S(=O)(=O)N3CCOCC3)cc21	-1	.	i	-9	0	1	-1	3	0	-18
O=C(Nc1cccs1)Nc1ccccc1Br	-1	4	i	24	11	1	-3	12	25	5
CC(=O)N1c2ccc(S(=O)(=O)NCCC(=O)Nc3ccc(F)cc3C)cc2CC1C (stereo not given)	1	4	i	0	-2	1	-6	10	-2	-3
Cc1cc(C)n2nc3nc(N4CCCC4)nc(-c4ccccc4)c3c2n1	3	0	i	2	1	-8	0	19	7	2
C=C(C)C(=O)Nc1nnc(-c2cccs2)s1	4	-6	i	26	-1	2	-10	5	12	7
CCCOc1ccc(-c2c(C(=O)N/N=C/C3CC=CCC3)nnn2-c2nonc2N)cc1 (stereo not given)	1	2	i	-1	-1	?	-2	30	1	-5
Cc1cccc(NC(=O)c2cnc3sccn3c2=O)n1	3	60*	i	11	-1	3	-1	51	6	5
COc1ccc(C(=O)NCc2nnc(SCC(=O)Nc3cccc(F)c3)o2)cc1	-1	5	i	2	-1	.	2	26	0	9

# Ordered by the number under Platelet DG rel (low to high): three from the list above
structure	Platelet DG rel
O=C(CN1CCOCC1)N(c1ccccc1)c1ccc2ccccc2c1	0
COc1ccc(C(=O)NCc2nnc(SCC(=O)Nc3cccc(F)c3)o2)cc1	9
Cc1cccc(C(=O)OCC(=O)N2CC(C)OC(C)C2)c1C (stereo not given)	10
